HTR5A ag: activates human HTR5A in OPRM1-OPRD1 agonist counter-screen | activation, % at 9.3 µM | 0.61% of 340,000 active | HTR5A agonist assay, luminescence, cell-based; in the data active = activation mostly above about 9.5%, no sharp cut-off; inactive = mostly below about 7.6%;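 also: 0% = cells with vehicle only and 100% = reference agonist; strong numbers were not always called active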
dFosB activator: mouse delta FosB homodimer activation; P13346; purified delta FosB, TAMRA-CDK5 oligo fluorescence polarization; percent of positive-control signal above neutral wells; activation, % at 25 µM; 0.99% of 340,000 active; AID 493131;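 active = mean activation above about 17%, with every replicate also reaching it, limit read from the data, passing the limit was not always enough; inconclusive = only one of the two conditions met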;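 also: fluorescence polarization rise as delta FosB binds a TAMRA Cdk5 AP-1 oligo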
CDK5 p35 inh: blocks human CDK5/p35 kinase activity. Q00535+Q15078. Recombinant CDK5/p35, ADP-Glo luminescence, 60 min. inhibition, % at 10 µM. 0.01% of 330,000 active. AID 488839;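 active = highest replicate inhibition of at least 50% and at least 75% of replicates reaching 50%; inconclusive = only one of the two criteria met; inactive = both criteria failed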;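 also: plate controls were DMSO neutral control for no effect and GW8510 at 10 µM for full effect; many of its hits are not listed in these tables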
Wnt act: Wnt/beta-catenin pathway activation; Wnt/beta-catenin reporter cell assay, activator, plate reader; 1.2% of 300,000 active; activation, % at 9.35 µM; AID 743398; in the data active = activation above about 30%, passing the limit was not always enough; inconclusive = no clear call, values can overlap the other calls;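 also: 0% = neutral control wells and 100% = positive control wells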
MITF act: MITF TRPM1 promoter activation in melanoma cells; activation, % at 12.5 µM; SK-MEL-5 TRPM1-promoter luciferase, 24 h; % of positive control, neutral wells = 0; 0.75% of 300,000 active;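 active = mean activation of at least 80% with every replicate also reaching 80%; inconclusive = mean reaches 80% but some replicate falls short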;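 also: 0% = neutral control wells and 100% = parthenolide positive control wells; values of inactives mirror those of a sister screen read the other way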
PvdQ inh: blocks Pseudomonas aeruginosa PvdQ acylase activity; inhibition, % at 10 µM; purified PvdQ acylase, fluorescence plate reader; 0.063% of 340,000 active; in the data active = inhibition above about 30%, passing the limit was not always enough; inconclusive = no clear call, values can overlap the other calls;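 also: 0% = vehicle neutral wells and 100% = reference inhibitor wells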
V-ATPase pH: alters yeast V-ATPase proton transport. S. cerevisiae, pHLuorin cytosolic pH fluorescence. response, % at 10 µM. 0.37% of 350,000 active; in the data active = response mostly above about 7.3%, no sharp cut-off; inactive = mostly below about 5.4%; also: actives read high; inactives centre near 0; some compounds called inactive have numbers as strong as hits; reference of the scale not given here
SR-BI HDL uptake: mouse SR-BI HDL lipid transfer inhibition. Q61009. ldlA[mSR-BI] CHO cells, DiI-HDL uptake fluorescence, 3 h. inhibition, % at 12.5 µM. 0.96% of 320,000 active. AID 488896;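 active = mean replicate inhibition of at least 70% and a set share of replicates each scoring 70 or more; inconclusive = meets just one of the two criteria; inactive = fails both criteria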;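 also: 0% = median of neutral control wells and 100% = median of positive control wells; values of inactives mirror those of a sister screen read the other way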
HTR5A inv ag: HTR5A inverse agonism, opioid heterodimer counter-screen; P47898; HTR5A cell line, luminescence; inhibition, % at 9.3 µM; 0.083% of 340,000 active; AID 504634; in the data active = inhibition mostly above about 23%, no sharp cut-off; inactive = mostly below about 18%;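 also: 0% = cells with DMSO and 100% = no-cell wells with DMSO; some compounds called inactive have numbers as strong as hits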
NSD2 inh: blocks human histone methyltransferase NSD2 | NSD2 peptide methylation, AlphaScreen, 120 min | inhibition, % at 12.5 µM | 0.54% of 310,000 active; in the data active = inhibition above about 50%
Target sequence (O96028 whole entry, looked up): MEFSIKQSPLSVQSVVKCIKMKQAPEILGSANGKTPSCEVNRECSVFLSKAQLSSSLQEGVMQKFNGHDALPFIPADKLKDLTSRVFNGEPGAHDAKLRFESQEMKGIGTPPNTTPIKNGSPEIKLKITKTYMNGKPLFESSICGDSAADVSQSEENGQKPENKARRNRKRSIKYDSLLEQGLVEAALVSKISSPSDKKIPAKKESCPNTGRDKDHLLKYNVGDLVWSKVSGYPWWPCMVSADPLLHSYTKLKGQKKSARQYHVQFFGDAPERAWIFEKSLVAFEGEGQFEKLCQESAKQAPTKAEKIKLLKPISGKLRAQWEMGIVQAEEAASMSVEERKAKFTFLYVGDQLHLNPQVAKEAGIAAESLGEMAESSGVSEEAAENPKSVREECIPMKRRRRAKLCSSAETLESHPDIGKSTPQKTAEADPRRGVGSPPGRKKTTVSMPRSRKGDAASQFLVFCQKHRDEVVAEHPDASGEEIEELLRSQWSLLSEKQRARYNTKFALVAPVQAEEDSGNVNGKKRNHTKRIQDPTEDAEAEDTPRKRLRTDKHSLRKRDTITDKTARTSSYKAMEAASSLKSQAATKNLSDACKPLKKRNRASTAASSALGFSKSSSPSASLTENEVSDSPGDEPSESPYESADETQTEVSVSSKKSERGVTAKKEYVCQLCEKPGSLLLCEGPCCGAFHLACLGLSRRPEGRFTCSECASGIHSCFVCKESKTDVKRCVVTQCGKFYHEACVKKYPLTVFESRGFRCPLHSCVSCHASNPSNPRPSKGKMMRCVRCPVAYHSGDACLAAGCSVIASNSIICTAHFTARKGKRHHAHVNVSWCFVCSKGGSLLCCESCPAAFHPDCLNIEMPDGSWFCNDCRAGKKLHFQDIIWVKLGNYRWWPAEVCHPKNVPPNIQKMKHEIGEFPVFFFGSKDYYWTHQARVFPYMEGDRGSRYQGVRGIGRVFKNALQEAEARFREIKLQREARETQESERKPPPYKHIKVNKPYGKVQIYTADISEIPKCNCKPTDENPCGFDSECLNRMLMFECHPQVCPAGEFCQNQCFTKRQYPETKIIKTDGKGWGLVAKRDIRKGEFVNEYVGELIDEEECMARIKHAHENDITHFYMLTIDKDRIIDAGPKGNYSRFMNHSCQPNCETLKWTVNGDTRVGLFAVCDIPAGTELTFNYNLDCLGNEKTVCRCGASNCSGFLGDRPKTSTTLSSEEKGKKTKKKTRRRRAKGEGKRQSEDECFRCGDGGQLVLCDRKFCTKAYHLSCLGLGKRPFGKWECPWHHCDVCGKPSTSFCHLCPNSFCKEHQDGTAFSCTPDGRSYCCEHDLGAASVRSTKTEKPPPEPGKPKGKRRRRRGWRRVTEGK
The depositor's hits bear a star; ? = inconclusive; . = no result given. Not a hit list; about 5% have a hit in one of these screens.

SMILES	HTR5A ag	dFosB activator	CDK5 p35 inh	Wnt act	MITF act	PvdQ inh	V-ATPase pH	SR-BI HDL uptake	HTR5A inv ag	NSD2 inh
CC1CC(C)CN(c2ccc(C(=O)OCC(=O)NC3CCCc4ccccc43)cc2[N+](=O)[O-])C1 (stereo not drawn)	2.8	-5.3	-1.0	.	1.9	0.7	-2.9	15.1	-7.2	1.1
O=c1[nH]c(-c2ccccc2)c(-c2ccccc2)nc1[N+](=O)[O-]	5.9	-1.6	-1.9	15.0	13.9	1.2	-1.1	-28.6	-21.4	0.2
COc1ccc(C2C3=C(Nc4ncnn42)c2ccccc2CCC3)cc1 (stereo not drawn)	2.4	-11.0	3.0	2.0	8.6	2.8	.	-11.6	-6.2	.
N#CC1=C2SCC(O)(c3ccccc3)N2C(=O)CC1c1ccccc1 (stereo not drawn)	-7.6	-4.2	0.5	-1.5	.	-9.2	4.8	21.6	19.1	2.0
Cc1ccc(N(CC(=O)NCc2ccccc2Cl)S(=O)(=O)c2cccs2)cc1	0.4	-2.3	2.0	.	7.0	-9.5	-0.4	-1.9	7.5	1.8
Cn1c(=O)c2c(nc(SCC(=O)N3CCc4ccccc4C3)n2C)n(C)c1=O	0.3	-6.6	7.3	0.5	1.3	1.4	-6.9	-23.5	-0.8	-0.5
Oc1ccc[n+](CC(O)c2ccccc2)c1 (stereo not drawn)	2.6	7.7	-0.6	0.5	-10.7	-2.4	-2.3	-13.0	-7.5	.
COc1cc(C2CC(=O)c3cnc(N4CCN(Cc5ccccc5)CC4)nc3C2)cc(OC)c1OC (stereo not drawn)	8.4	-9.1	2.1	.	-27.6	8.6	-0.1	4.9	-22.5	-1.5
COCC(=O)Nc1nc2n(n1)C(c1ccc(Cl)cc1)CC(c1ccc(OC)cc1)N2 (stereo not drawn)	-3.6	-15.8	0.2	.	-8.1	-11.3	-4.6	73.6*	11.3	0.1
CCNC(=S)N/N=C/c1c(C)nn(-c2cccc(Cl)c2)c1Cl	3.7	0.0	0.0	-5.0	5.5	5.1	-4.3	36.8	23.4	-2.8
CCOc1ccccc1Oc1cn[nH]c1-c1ccc(OCC(=O)NN)cc1O	1.8	1.4	0.6	-0.8	-3.5	23.0	-1.0	-0.1	-6.4	0.1
Cc1ccc2ccc(C3C(=O)c4ccccc4C3=O)nc2c1	5.5	-20.1	4.1	28.0	20.9	5.5	-0.3	5.4	19.8	-0.8
Cc1sc2nc(SCC(=O)NCc3ccco3)[nH]c(=O)c2c1C	-5.7	-1.1	-0.8	-5.3	.	-4.5	2.2	-2.6	16.8	.
Cc1cc(C(=O)CSc2nc3ccccc3n2CCC#N)c(C)n1Cc1cccs1	-2.7	-7.0	-1.0	0.2	.	-12.1	2.0	-3.3	8.7	0.5
OC1CCCC1	0.0	0.2	-1.9	0.2	-1.4	-5.5	8.3	-6.0	-0.1	.
Cc1cccc(OCC(O)Cn2c(NCc3cccnc3)nc3c2c(=O)[nH]c(=O)n3C)c1 (stereo not drawn)	10.8	-7.4	-2.7	.	1.4	-12.0	1.9	-3.3	-15.4	1.3
CC(C)NC(=O)N(C)C[C@H]1Oc2c(NS(=O)(=O)c3cccs3)cccc2C(=O)N([C@H](C)CO)C[C@@H]1C	4.4	-7.2	-3.8	-0.3	-2.9	4.7	6.9	-5.9	-23.2	.
Cc1ccc(C)c(S(=O)(=O)NCCCN2CCOCC2)c1	-1.4	-8.3	1.2	-0.9	-6.8	-15.4	1.6	-7.0	3.6	-4.7
COc1ccc(CNC(=O)c2cccnc2Sc2ccc(C)c(C)c2)cc1	-1.9	-7.2	-0.7	.	-4.0	-0.4	-2.6	19.2	4.8	-1.6
CN(c1ccc(C(=O)NCc2ccco2)cc1)S(C)(=O)=O	0.5	1.2	-0.3	-2.1	4.3	-7.3	-3.3	6.1	-5.5	-1.5
COc1cccc(C2CC(C(F)(F)F)n3nc(C(=O)NCc4cccnc4)cc3N2)c1 (stereo not drawn)	4.7	-4.1	-0.6	.	-4.2	-8.9	1.1	14.4	-2.9	-1.1
O=C(CN1CCc2ccccc21)Nc1ccc2c(c1)OCCCO2	-2.3	-11.0	-3.3	-3.0	.	7.6	-0.9	13.5	-5.8	1.0
CC(C)(C)SCCNC(=O)CN(c1ccc(F)cc1)S(=O)(=O)c1ccccc1	3.0	-3.7	-0.2	15.0	-4.1	-7.2	1.2	-35.2	5.2	3.3
CC(=O)N1CCC(=NNC(=O)c2cc3ccccc3cc2O)CC1	0.8	-8.9	-0.8	0.7	3.4	-19.7	-1.6	21.3	7.2	-2.4
CCOCCNC(=O)c1ccccc1C(=O)NCCOCC	10.2	-8.8	-1.0	.	-0.1	11.1	-2.4	-1.9	-5.3	1.1
Cc1ccc(S(=O)(=O)n2c(=O)oc3ccccc32)cc1	-1.8	-0.9	-1.6	-2.6	-5.3	-11.0	-0.8	-22.8	3.6	.
COc1cccc(/C(O)=C/C(=O)C(=O)Nc2ccc(S(=O)(=O)NC(C)=O)cc2)c1	1.6	-1.1	-0.4	-0.1	2.3	12.1	-1.6	-15.3	-4.3	-0.4
CCNC(=O)CC1C(=O)N(c2ccc(F)cc2)C(=O)N1Cc1ccc(OC)cc1 (stereo not drawn)	-0.9	2.8	-0.4	-0.1	0.8	-5.3	-5.6	-16.4	-3.3	.
Cc1cccc(C(=O)N[C@H](C(=O)Nc2nnc(C3CC3)s2)C(C)C)c1	7.7	-8.3	-3.4	.	13.5	2.6	-2.5	-0.2	-1.7	-0.1
Cc1ccccc1S(=O)(=O)Cc1ccc(C(=O)N2CCN(c3ncccn3)CC2)o1	1.0	-14.9	2.3	.	9.9	-16.2	.	31.1	-6.4	1.0
CCCNC(=O)N1CCC(C(=O)c2ccc(F)cc2)CC1	1.1	-0.4	-1.7	-1.5	.	-16.1	2.4	4.6	-3.9	-8.2
Cc1cc(C)c2nc(N3CCC(C(=O)NCCCN4CCCC4=O)CC3)sc2c1	0.5	-6.4	1.0	-0.4	5.1	-1.2	-2.7	10.9	1.9	-0.3
Cc1c(Cl)cccc1NC(=O)CCCn1cnc([N+](=O)[O-])n1	0.5	-2.0	0.3	-1.3	11.0	-10.8	-1.6	3.0	-1.5	-2.0
O=C(Nc1cccc(F)c1)NC1(C(=O)N2CCN3CCCC3C2)CCCCC1 (stereo not drawn)	-0.6	-1.2	0.6	-2.4	-1.7	-6.5	-2.7	-31.3	-1.0	-1.4
O=S(=O)(/N=C(\Sc1ccccc1)c1ccccc1)c1ccc(Cl)cc1	0.8	-0.2	0.5	.	-16.1	-8.8	-0.7	8.0	-0.5	1.5
CCOc1ccc(C2N(c3cc(Cl)ccc3OC)C(=O)C3CCCN32)cc1OC (stereo not drawn)	-4.0	6.4	-0.5	-1.0	-8.6	-8.4	-0.2	-33.7	10.9	.
COc1ccc(CCn2nnnc2C(CC(C)C)N2CCC(C(N)=O)CC2)cc1OC (stereo not drawn)	2.9	1.3	0.0	.	-7.4	-11.7	-0.9	33.4	9.6	-4.4
C/C(=N/NC(=O)CCc1ccccc1)c1ccc2c(c1)OCO2	3.9	3.2	-0.2	-4.4	15.0	-1.1	-2.8	8.0	-1.3	-0.2
CCN1CCN(c2nc(-c3ccccc3)c3ccccc3n2)CC1	-2.1	-13.6	-0.9	0.3	5.6	-12.1	3.4	.	-0.8	.
CCOC(=O)/C=C/C(=O)Nc1cccc([N+](=O)[O-])c1	0.4	0.3	2.7	.	-12.8	-7.9	1.3	-22.0	-1.3	-0.6

Structures listed above marked active in SR-BI HDL uptake:
molecule | dFosB activator | CDK5 p35 inh | Wnt act | MITF act | PvdQ inh | V-ATPase pH | SR-BI HDL uptake | NSD2 inh
COCC(=O)Nc1nc2n(n1)C(c1ccc(Cl)cc1)CC(c1ccc(OC)cc1)N2 (stereo not drawn) | -15.8 | 0.2 | . | -8.1 | -11.3 | -4.6 | 73.6* | 0.1

(continued)
SMILES	HTR5A ag	dFosB activator	CDK5 p35 inh	Wnt act	MITF act	PvdQ inh	V-ATPase pH	SR-BI HDL uptake	HTR5A inv ag	NSD2 inh
COc1ccccc1C(=O)NCC(=O)Nc1ccc2c(c1)CCC2	5.0	5.0	-0.9	23.0	?	-11.5	-3.7	-18.3	-12.4	1.4
O=C(Nc1ccc2c(c1)OCO2)C(c1ccc(Cl)cc1)N1CCN(C(=O)c2ccco2)CC1 (stereo not drawn)	-4.2	-7.0	0.0	1.5	4.5	-4.5	6.5	4.9	8.0	-1.4
CCNC(=O)CC1C(=O)N(c2ccc(F)cc2)C(=O)N1Cc1cccs1 (stereo not drawn)	1.1	-1.0	-4.6	-0.1	4.6	-10.1	6.5	-15.6	-3.3	-1.1
CNC(=O)C(=O)NCCCN1CCOCC1	-3.8	-1.2	-1.0	0.3	2.0	-6.3	1.8	-13.5	8.6	0.4
COc1ccc2c(c1)C(C)CC(C)(C)N2C(=O)CSc1nc2ccccc2s1 (stereo not drawn)	-2.1	-3.5	0.1	-1.5	-3.1	-10.7	0.6	12.6	-14.1	-3.4
Cc1cc(C)cc(-n2nnnc2SCC(=O)Nc2cccc(NC(=O)c3ccco3)c2)c1	-0.6	?	-0.5	.	-12.6	-11.8	-3.3	42.0	11.8	1.3
NC(=S)N/N=C/c1ccc(OC(=O)c2cccnc2)cc1	0.0	-11.7	-0.5	2.7	9.9	-4.8	-2.2	9.3	-15.5	-2.7
CCn1c(=O)c(=O)n(CC)c2cc(S(=O)(=O)Nc3cccc(OC)c3)ccc21	0.6	-5.7	-2.1	.	-3.3	15.3	6.8	-16.8	-17.2	.
CC1CCCN(C(=O)c2ccc(NS(=O)(=O)c3ccc4[nH]c(=O)[nH]c4c3)cc2)C1 (stereo not drawn)	8.1	-0.5	-0.3	-1.5	0.6	-13.0	1.0	18.6	-24.4	2.0
COc1ccc(C(=O)COC(=O)CNC(=O)c2ccc(Cl)cc2Cl)c(OC)c1	-3.6	10.5	0.1	-0.7	4.2	6.2	-0.3	2.7	8.8	-1.6
Cc1ccc(S(=O)(=O)N2CCOCC2)cc1C(=O)OCC(=O)c1ccc(Br)cc1	-0.3	3.4	-0.7	-1.7	1.5	1.5	3.2	25.5	0.8	-0.3
O=C1CN(C(=O)CSc2nnc(-c3ccccc3)n2Cc2ccc3c(c2)OCO3)c2ccccc2N1	1.3	-10.0	-0.1	-3.9	7.6	-9.3	-0.3	-21.6	-28.2	-0.3
CS(=O)(=O)c1nc(S(=O)(=O)c2ccc(Cl)cc2)c(NCCN2CCOCC2)s1	-0.3	-9.8	-0.4	-2.1	-8.6	-3.8	-6.1	-5.5	6.3	8.3
O=C(O)CCSc1nc2ccccc2s1	-4.5	-1.8	-1.9	-0.1	-6.3	-4.7	0.8	4.0	1.4	-0.1
O=C(CN1C(=O)c2ccccc2C1=O)NCC(=O)OCC(=O)c1ccc(Br)cc1	2.9	46.1*	2.0	.	0.5	-18.8	2.3	-19.0	-6.3	-0.7
CCN(C(=O)C1CCN(c2nc(-c3ccc(OC)cc3)no2)CC1)c1ccccc1	2.3	-7.4	2.0	7.3	.	-10.5	-1.2	31.9	15.5	.
O=C(CSc1ncccn1)N/N=C/c1ccccc1[N+](=O)[O-]	2.3	3.6	3.4	-10.1	15.5	-4.1	1.7	-12.8	-6.5	-3.3
COc1ccc(NC(=O)CN(C)C(=O)c2cccc(S(=O)(=O)Nc3ccccc3Cl)c2)cc1	-0.2	3.6	0.6	-1.4	-3.2	2.7	2.4	6.8	0.4	-0.4

Screening results deposited in PubChem BioAssay by several laboratories.
